Bioassay records as filed in PubChem BioAssay.
sdo1 growth – growth rescue of sdo1-depleted yeast, primary screen, S. cerevisiae, bone marrow failure model; z-score at 10 µM; actives 0.21% (n = 140,000); S. cerevisiae sdo1-depleted JHY4D growth rescue, OD600 30 h; hits give high values; pdr5 snq2 efflux-pump mutant strain;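 active = z-score above 3 at both the 24 hr and the 30 hr optical density reads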;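 also: z-score against mean and SD of all compound wells on the same plate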
Insulin prom inh – inhibitors of insulin promoter-driven GFP, primary screen, imaging, TRM-6 cells (human fetal islet line), eGFP reporter, cell count; actives 0.9% (n = 130,000); AID 1273, 2008; inhibition, % at 2 µM; reporter expression induced with tamoxifen;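 active = inhibition above the mean plus 3 SD, with well images judged a real hit on visual review, cut at about 60% in these data, passing the limit was not always enough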
sdo1 growth Rescue 24 h – recorded beside sdo1 growth, whose call it bears; z-score; S. cerevisiae sdo1-depleted JHY4D growth rescue, OD600; measured here: growth rescue at 24 h;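 0 is the plate mean of compound wells and units are plate SD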
An asterisk follows results filed as active; . = not tested or not shown; [ ] = dose if it differs, or a comment.

SMILES	sdo1 growth	sdo1 growth Rescue 24 h	Insulin prom inh
Cc1nc2sc(C(c3ccc(Cl)cc3)N3CC(C)OC(C)C3)c(O)n2n1 (stereo not drawn)	0.01	-0.93	.
Cc1ccc(NS(=O)(=O)c2cccc(C(=O)N/N=C/c3c(C)nn(-c4ccccc4)c3N3CCCC3)c2)c(C)c1	-0.02	-0.1	-5.4
CC1CCCCN1C(=O)CN1CCC(c2nc3ccc(Cl)cc3[nH]2)CC1 (stereo not drawn)	.	.	35.0
CCOC(=O)c1cc(N)cc([N+](=O)[O-])c1	-0.11	-0.16	-26.9
CN(C(=O)CCCN1C(=O)c2cccc3cccc(c23)C1=O)c1ccccc1	0.07	0.07	46.7
Clc1cccc(CN2CCCCCCC2)c1Cl	-0.17	-0.46	.
CC1CCN(c2c(NCc3ccc(C(=O)NCc4ccco4)cc3)c(=O)c2=O)CC1	1.56	1.3	-7.3
COC(=O)NNC(=S)NCc1ccccc1	0.04	-0.96	31.6
Cc1ccc(C)c(/C=N/NC(=S)NCCc2ccccc2)c1	-0.28	0.95	-10.0
CC1=C(C(=O)OC2CCCCC2)C(c2ccco2)C2=C(CC(C)(C)CC2=O)N1 (stereo not drawn)	-1.55	-1.21	-16.1
COCCCNC(=S)N(Cc1ccccc1)Cc1ccccc1	-0.51	-0.33	11.5
CN(C)c1ccc(N2C(=O)CSC2=S)cc1	-0.16	-1	20.0
COc1ccc(CNc2nc(NCc3ccc(OC)cc3)n(C(C)=O)n2)cc1	-0.97	-0.53	50.0
Cc1cc(C)cc(C(=O)N2CCC(C(N)=O)CC2)c1	0.42	0.27	-51.5
O=C(CN1CCC(NC(=O)C2CCCCC2)CC1)NCc1ccco1	.	.	18.2
Cc1ccc(C(=O)NCC(=O)NCC(=O)OCc2ccc(F)cc2)cc1	.	.	5.9
COc1cccc(C(=O)c2cc3ccc(O)cc3oc2=O)c1	0.37	1.09	.
Cn1c(N)c(C(=O)c2ccc(Cl)cc2)c(=O)n(C)c1=O	1.38	1.27	.
COc1ccc(NC(=O)/C(Cl)=C(/Cl)S(=O)Cc2ccccc2)cn1 (stereo not drawn)	-2.55	-1.45	.
CCc1cccc(CC)c1NC(=O)COc1ccccc1C(=O)c1cc(C#N)c(=O)n(C2CCCCC2)c1	0.63	-0.22	.
COCCn1c(SCC(=O)c2ccc3c(c2)OCCO3)nnc1C(C)C	1.56	1.98	-131.2
COc1ccc2c(c1)c1nc3ccccc3nc1n2CCn1c(=O)oc2ccccc21	-1.08	1.01	.
COc1cccc(-n2cc(C(=O)O)c3ccccc3c2=O)c1	-0.72	-0.61	.
CC1(C)CC(c2nc(-c3ccccc3)cs2)CCS1 (stereo not drawn)	0	-0.69	.

Gathered by group, the compounds so far with a halogen.
SMILES	sdo1 growth	sdo1 growth Rescue 24 h	Insulin prom inh
Cc1nc2sc(C(c3ccc(Cl)cc3)N3CC(C)OC(C)C3)c(O)n2n1 (stereo not drawn)	0.01	-0.93	.
CC1CCCCN1C(=O)CN1CCC(c2nc3ccc(Cl)cc3[nH]2)CC1 (stereo not drawn)	.	.	35.0
Clc1cccc(CN2CCCCCCC2)c1Cl	-0.17	-0.46	.
Cc1ccc(C(=O)NCC(=O)NCC(=O)OCc2ccc(F)cc2)cc1	.	.	5.9
Cn1c(N)c(C(=O)c2ccc(Cl)cc2)c(=O)n(C)c1=O	1.38	1.27	.
COc1ccc(NC(=O)/C(Cl)=C(/Cl)S(=O)Cc2ccccc2)cn1 (stereo not drawn)	-2.55	-1.45	.

Structures listed so far containing a furan ring, fused or not (3):
SMILES	sdo1 growth	sdo1 growth Rescue 24 h	Insulin prom inh
CC1CCN(c2c(NCc3ccc(C(=O)NCc4ccco4)cc3)c(=O)c2=O)CC1	1.56	1.3	-7.3
CC1=C(C(=O)OC2CCCCC2)C(c2ccco2)C2=C(CC(C)(C)CC2=O)N1 (stereo not drawn)	-1.55	-1.21	-16.1
O=C(CN1CCC(NC(=O)C2CCCCC2)CC1)NCc1ccco1	.	.	18.2

Continued:
SMILES	sdo1 growth	sdo1 growth Rescue 24 h	Insulin prom inh
O=C1C2ON(c3ccccc3)C(c3ccncc3)C2C(=O)N1c1ccccc1 (stereo not drawn)	0.5	0.25	72.7*
CC(=O)Nc1ccc(-c2ccccc2)s1	2.86	0.58	.
CC(=O)Nc1cc(C(N)=O)c(Cl)cc1Cl	0.51	0.11	43.8
Cc1ccc2c(c1)c(N=O)c(O)n2Cc1ccc(Cl)cc1	.	.	5.9
C=CCNC(=O)CSc1nc2sc(C)c(C)c2c(=O)[nH]1	0.69	0.45	.
CCOC(=O)N1CCN(CC(O)COc2ccc(OC)cc2C(C)(C)C)CC1 (stereo not drawn)	0.38	0.66	33.3
COc1ccc2oc(=O)c(NC(=O)C3CCCCC3)cc2c1	-0.24	-1.21	9.1
Cc1c(C(=O)Nn2cnnc2)oc2ccccc12	0.17	-0.41	-20.0
CC(=O)Nc1ccc(S(=O)(=O)Nc2c(C)nn(-c3ccccc3)c2C)cc1	0.6	-0.1	34.3
Cc1ccc(Cl)cc1NC(=O)C1CCCN(S(=O)(=O)c2c(C)noc2C)C1 (stereo not drawn)	-0.43	-0.15	.
COc1ccc2[nH]cc(/C=C(/C#N)S(=O)(=O)c3ccccc3)c2c1	-0.31	0.06	-33.3
CCOc1ccccc1-c1nc(C(N)=O)c2[nH]c(=O)n(-c3ccccc3)c2n1	0.67	-0.11	-28.6
CC(=O)Cc1nsc(Nc2ccccc2)n1	1.75	1.89	19.4
CCc1nnc(NC(=O)c2ccc(S(=O)(=O)N3CCCCCC3)cc2)s1	-0.71	-1.15	.
COCCNC(=O)C(OC(=O)c1ccco1)c1ccccc1OC (stereo not drawn)	0.38	0.13	-42.9
CCOC(=O)c1cn2nc(-c3ccc(OC)cc3)cc2nc1C1CCN(C(=O)OC(C)(C)C)CC1	-0.04	0.37	0.0
COC(=O)C1CCN(c2nc3ccccc3nc2C(C#N)C(=O)NCCc2ccccc2)CC1 (stereo not drawn)	-0.11[3.4 µM]	0.2	.
CC(=O)Nc1ccc(C(=O)OCC(=O)NC(=O)NC2CCCCC2)cc1	-0.59	-0.29	.
CCC(C)(C(=O)NC1CCCCC1)N(C(=O)CNC(C)=O)c1c(C)n(C)n(-c2ccccc2)c1=O (stereo not drawn)	0.6	0.05	6.8
Fc1ccc(-c2cc(C(F)(F)F)nc(N3CCCCC3)n2)cc1	-2.9	-1.49	.
Cc1cccc(N2C(=O)CSC2c2cccnc2)c1 (stereo not drawn)	0.98	0.89	.
COc1ccccc1CNC(=O)c1ccoc1C	0.17	-0.02	6.2
CCCCNS(=O)(=O)c1ccc2nc(-c3cccnc3)cc(C(=O)NC3CC3)c2c1	-0.58	-0.84	2.4
O=S(=O)(Nc1ccccn1)c1cnc(Cl)c(Br)c1	0.37	-0.03	.
N#Cc1nc(Cc2cccc3ccccc23)oc1N1CCN(c2ccccc2)CC1	1.08	1.47	-21.9
CC1=C(C)CS(=O)N(S(=O)(=O)c2ccc(Cl)cc2)C1 (stereo not drawn)	-1.7	-0.18	0.0
Cn1cnnc1SCC(=O)Nc1nc(-c2ccc(F)cc2)cs1	.	.	27.3
O=C(NCCN1CCOCC1)C1CCN(Cc2ccccc2O)CC1	-0.3	-0.34	50.0
c1coc(-c2nnc3n2C2(CCCC2)Cc2ccccc2-3)c1	-1.43	-1.34	-18.2
CCOC(=O)C1CCN(C(=O)CCCN2C(=O)c3ccccc3C2=O)CC1	0.39	0.06	-50.0
CCC(=O)Oc1c(C(=O)CC)cc2c(C)cc(=O)oc2c1C	-0.5	-0.71	-17.2
CCOC(=O)c1cnc(-c2ccccc2)nc1Oc1ccccc1	-1.22	-0.24	7.7
Cc1ccc(-n2nc3c(SCCN4CCOCC4)nnc(C)c3c2C)cc1	0.53	0.28	13.3
Cc1noc(C)c1C(=O)Nc1c(F)cc(F)cc1Br	0.14	0.44	-14.6
CCOC(=O)Nc1ccc2c(c1)N(C(=O)CCN1CCN3CCCC3C1)c1ccccc1CC2 (stereo not drawn)	-0.08	-0.32	10.8
CCS(=O)(=O)N1CCCC(C(=O)NC2CCC(C)CC2)C1 (stereo not drawn)	-0.01	-0.24	38.5

Brought forward from above: 3 compounds; new compounds follow.
SMILES	sdo1 growth	sdo1 growth Rescue 24 h	Insulin prom inh
Cc1noc(C)c1C(=O)Nc1c(F)cc(F)cc1Br	0.14	0.44	-14.6
CCOC(=O)Nc1ccc2c(c1)N(C(=O)CCN1CCN3CCCC3C1)c1ccccc1CC2 (stereo not drawn)	-0.08	-0.32	10.8
CCS(=O)(=O)N1CCCC(C(=O)NC2CCC(C)CC2)C1 (stereo not drawn)	-0.01	-0.24	38.5
COc1cccc(Cn2c(-c3nonc3N)nc3ccccc32)c1	-1.01	-0.59	-76.3
O=Nc1c(O)[nH]c2ccc(Cl)cc12	.	.	-17.6
COc1ccc(C(=O)COC(=O)[C@H](C)Nc2ccc(C(F)(F)F)cc2[N+](=O)[O-])cc1	-1.12	-0.14	-19.4
O=C(CS(=O)CC(=O)N(c1ccccc1)C(C(=O)NC1CCCCC1)c1ccco1)Nc1ccc(F)cc1 (stereo not drawn)	1.01	-0.21	-37.0
c1ccc(-n2nnnc2Sc2ncnc3sc4c(c23)CCCC4)cc1	-1.02	-0.65	25.0
C=CCc1ccccc1OCC(O)CN1CCN(c2ccccc2OC)CC1 (stereo not drawn)	-0.55	-0.67	-45.5
O=C(CCCn1c(=S)[nH]c2cc3c(cc2c1=O)OCO3)NCc1ccco1	.	.	-30.0
CN(C)CCCN(C(=O)c1ccc(Br)s1)c1nc2cc3c(cc2s1)OCO3	.	.	25.0
CCCCNC(=O)CN(c1cccc(Br)c1)S(C)(=O)=O	1.17	1.2	47.6
COc1ccc(OC)c(C2C(C(=O)O)c3ccccc3C(=O)N2C)c1 (stereo not drawn)	0.63	0.57	.
Cc1cccc(C)c1NC(=S)NCCc1ccc(O)c(O)c1	.	.	-15.0
COC(=O)c1ccc(C)c(NC(=O)CN(c2ccc3c(c2)OCO3)S(C)(=O)=O)c1	0.39	-0.43	7.9
Cc1cccc(OCCC(=O)N(C)CC(=O)Nc2cccc3ccccc23)c1	1.27	0.04	-18.4
c1ccc2c(c1)nnn2Cc1nnc2sc(-c3ccncc3)nn12	-0.22	-0.23	27.3
CCS(=O)(=O)NCC(c1cccnc1)N1CCN(c2ccccc2)CC1 (stereo not drawn)	0.51	0.56	.
CC(C)n1nc(C(=O)Nc2nnc(C3CC3)s2)c2ccccc2c1=O	.	.	-33.3
N#CC(c1ccc(Cl)nn1)c1ccccc1Cl (stereo not drawn)	-0.07	0.57	-18.8
COc1ccc(CSc2nc(N3CCOCC3)c3c(c2C#N)CC(C)(C)OC3)cc1	-0.85	-0.51	-18.9
CCCCCCC(=O)Cc1cc(OC)c(OC)cc1C=C(C(=O)OCC)C(=O)OCC	-0.18	0.17	-4.8
Cc1cccc(-c2cc3nc4c(c(N5CCC6(CC5)OCCO6)n3n2)CCCC4)c1	.	.	-5.3
CC(=O)c1c(O)cc(C(C)C)n(-c2ccccc2)c1=O	0.51	1.24	-10.0
O=C(NCc1ccco1)C(c1cccs1)N(C(=O)Cc1cccs1)c1ccccc1 (stereo not drawn)	-1.74	-1.59	.
CCCC(=O)Nc1ccc(C(=O)Nc2nnc(COCC)s2)cc1	1.89	2.55	-408.3
CC(C)c1nc(SCC(=O)Nc2ccc(N3CCOCC3)cc2)c2ccccc2n1	-0.36	-0.6	46.7
C=CCn1c(O)c(C(CC)=NCc2cccnc2)c(=O)[nH]c1=O	0.98	0.67	7.7
Cc1ccc2c(c1)c(CC(=O)Nc1ccc(F)cc1)c(C(=O)O)n2C	1.15	0.83	17.8
O=C(c1ccc(COc2ccccc2[N+](=O)[O-])o1)N1CCCCCC1	-1.27	-1.18	-6.7
CC1=NS(=O)(=O)c2cc(Cl)ccc2N1	2.34	3.09	-27.3
O=c1cc(NCc2ccco2)c2ccccc2o1	0.81	-0.24	-64.4
CN(C)/C=N/c1cnc(C(=O)c2ccc(Cl)cc2)n1C	0.31	1.46	-12.9
NC(=O)COc1ccc2c3c(c(=O)oc2c1)CCCCC3	0.14	-0.26	-44.7
Cn1cnc([N+](=O)[O-])c1Sc1ncccc1N	1.37	1.5	-10.0
CCOc1cccc(C(=O)Nc2ccccc2N2CCN(C(=O)C(C)C)CC2)c1	0.06	0.12	-26.7
Cc1cc(=O)oc(C)c1C(=O)n1nc(C)c2c1C[C@@H]1[C@H]2C1(C)C	0.77	0.57	.
CCOC1OC(=O)C(Cl)=C1Nc1ccc(C)cc1C (stereo not drawn)	1.82	1.33	-21.4
CN(C)Cc1nc2c(c(=O)[nH]1)C1(CCCCC1)Cc1ccccc1-2	-0.81	-0.67	0.0
CCc1c(C)sc(NC(=O)C2CC2)c1C(=O)OC(C)C	-0.05	-0.32	30.0
C=CCOc1c(CNc2cccc(C(=O)O)c2)cccc1OC	1.55	1.48	8.5
COC(=O)c1cn(NC(=O)c2ccc([N+](=O)[O-])c(C)c2)c(=O)c2ccccc12	.	.	-320.5
O=C(CSc1ccccc1)Nc1ccc(-c2nc3ccccc3[nH]2)cc1	-1.47	-1.18	.
CSc1ccccc1C(=O)NC1CCCCCC1	-0.57	-1.49	-11.1
Cn1c(=O)[nH]c(=O)c2c1nc(N1CCCCC1)n2CCCSc1nc2ccccc2s1	-0.63	-0.32	-15.0
CC(Oc1ccc(Cl)cc1Cl)C(=O)N(Cc1ccco1)C1CCS(=O)(=O)C1 (stereo not drawn)	-0.38	-1.12	.
Cc1ccc(S(=O)(=O)N2CCN(Cc3nc4sc5c(c4c(=O)[nH]3)CCCC5)CC2)cc1	-1.83	-1.26	-7.7
Cc1c(NC(=O)CCC(=O)N2CCCCC2)c(=O)n(-c2ccccc2)n1C	-0.67	-0.68	18.2
CCOc1ccc(-n2c(-c3ccc(OC)cc3)c[n+]3c2CCCCC3)cc1	1.08	0.44	.
